Compound activity (PubChem BioAssay)
CHRM1 antagonist – blocks human M1 muscarinic receptor; CHO-K1 hM1, Fluo-8 calcium fluorescence, ACh EC80 antagonist; inhibition, % at 3 µM; 1.3% of 360,000 active; AID 588852;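 active = percent inhibition above its own plate's cutoff, namely the mean of that plate's compound wells plus 3 SD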;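 also: peak over basal fluorescence ratio during 140 s after agonist addition; 0% = ACh EC80 plus DMSO and 100% = DMSO alone without agonist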
Target sequence (P11229 whole entry, looked up): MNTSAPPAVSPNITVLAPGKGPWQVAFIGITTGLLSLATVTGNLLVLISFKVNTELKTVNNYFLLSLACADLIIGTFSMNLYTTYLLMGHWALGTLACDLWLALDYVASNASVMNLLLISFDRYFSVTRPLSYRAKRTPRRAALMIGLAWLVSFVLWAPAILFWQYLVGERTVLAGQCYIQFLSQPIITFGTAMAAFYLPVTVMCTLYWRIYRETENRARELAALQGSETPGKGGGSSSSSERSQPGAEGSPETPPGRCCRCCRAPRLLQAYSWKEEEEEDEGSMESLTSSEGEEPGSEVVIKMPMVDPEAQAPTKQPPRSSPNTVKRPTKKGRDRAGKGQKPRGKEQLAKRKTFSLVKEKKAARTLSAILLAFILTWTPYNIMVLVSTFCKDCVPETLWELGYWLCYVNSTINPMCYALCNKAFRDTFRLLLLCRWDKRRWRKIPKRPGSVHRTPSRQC
CHRM1 agonist – activates human CHRM1 receptor. activation, % at 3 µM. P11229. CHO-K1 hM1, Fluo-8 calcium fluorescence, agonist mode; 0% DMSO, 100% acetylcholine EC100. 0.33% of 360,000 active. AID 588814;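 active = activation above the run's mean compound activation plus 3 SD, cut at about 16% in these data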;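 also: peak over basal fluorescence ratio within a 140 s kinetic read after compound addition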
CHRM1 PAM – human CHRM1 positive allosteric modulation. 0.088% of 360,000 active. AID 588819. activation, % at 3 µM. P11229. CHO-K1 hM1, Fluo-8 calcium fluorescence, ACh EC20; 0% = ACh EC20, 100% = maximal ACh; in the data active = activation above about 19%, passing the limit was not always enough
M4 ag – CHRM4 agonism in calcium assay. activation, % at 3 µM. 0.14% of 360,000 active. P08173. CHO-K1 hM4/Gqi5, Fluo-8 calcium fluorescence; vehicle 0%, full acetylcholine response 100%;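 active = activation above the run mean over all test wells plus 3 SD, cut at about 32% in these data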;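 also: peak over basal fluorescence ratio per well then scaled between controls; 0% = DMSO wells and 100% = acetylcholine at EC100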
CHRM5 PAM – CHRM5 positive allosteric modulation; P08912; CHO-K1 hM5, Fluo-8 calcium, ACh EC20 PAM; 0% = ACh EC20, 100% = ACh EC100; activation, % at 3 µM; 0.3% of 360,000 active; AID 624038;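 active = activation above the run cutoff, the mean activation of all test compounds plus 3 SD, cut at about 18% in these data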
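Assay system – human M5 receptor in CHO-K1 cells · Read-out – % activation, ACh-normalized · Technique – Fluo-8 calcium fluorescence · Dosing – single-point, 3 µM nominal · Incubation – Fluo-8 loading 80 min at 37 °C plus 30 min room temperature · Repeats – singlicate, one well per test compound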
CHRM5 antagonist – CHRM5 antagonism in calcium assay; CHO-hM5 cells, Fluo-8 calcium fluorescence, ACh EC80; P08912; 0.59% of 360,000 active; inhibition, % at 3 µM;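 active = inhibition above a per-plate cutoff, the mean of that plate's test compounds plus 3 SD, cut at about 27% in these data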;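 also: 0% = acetylcholine EC80 with DMSO and 100% = DMSO without agonist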
TAAR1 ag – human TAAR1 agonism | Q96RJ0 | CHO RD-HGA16 TAAR1, Fluo-8 calcium fluorescence; vehicle wells 0%, saturating PEA agonist 100% | activation, % at 3 µM | 0.99% of 360,000 active | AID 624467;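 active = activation above the mean activation of all test compounds in the run plus 3 SD, cut at about 38% in these data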
Target sequence (Q96RJ0 whole entry, looked up): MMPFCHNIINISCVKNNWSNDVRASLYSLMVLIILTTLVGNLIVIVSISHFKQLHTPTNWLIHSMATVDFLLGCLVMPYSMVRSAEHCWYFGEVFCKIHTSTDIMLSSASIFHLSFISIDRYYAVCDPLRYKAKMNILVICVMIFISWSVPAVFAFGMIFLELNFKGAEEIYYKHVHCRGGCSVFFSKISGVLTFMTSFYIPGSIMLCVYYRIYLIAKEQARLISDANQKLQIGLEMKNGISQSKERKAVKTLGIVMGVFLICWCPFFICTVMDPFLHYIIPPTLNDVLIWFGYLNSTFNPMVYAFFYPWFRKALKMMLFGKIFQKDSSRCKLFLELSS
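Assay system – CHO-derived RD-HGA16 cells with stable Gα16 and human TAAR1 · Compound dosing – one-point dosing at 3 µM (nominal) · Incubation – 17-24 h seeding, 75 min 37 °C dye, 30 min RT · Measured by – kinetic Fluo-8 calcium fluorescence · Control set – DMSO vehicle as 0%, PEA at EC100 as 100% · Repeats – single well for each compound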
CHRM5 agonist – CHRM5 agonism in calcium assay. CHO-K1 hM5 cells, Fluo-8 calcium fluorescence; 0% DMSO wells, 100% maximal acetylcholine response. activation, % at 3 µM. 0.19% of 360,000 active. AID 624037;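 active = activation above the run's mean over test compounds plus 3 SD, cut at about 23% in these data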;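 also: signal is peak over basal fluorescence ratio across the kinetic read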
CHRM4 antagonist – blocks acetylcholine activation of human M4 receptor | inhibition, % at 3 µM | CHO-hM4 cells, ACh EC80, Fluo-8 calcium fluorescence | 0.73% of 360,000 active | P08173;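 active = inhibition above its plate's cutoff, the mean inhibition of sample wells plus 3 SD, cut at about 27% in these data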;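 also: 0% = acetylcholine EC80 with DMSO and 100% = DMSO without agonist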
* marks the source's active call; other numbers are inactive results; · = not tested or not shown.

SMILES	CHRM1 antagonist	CHRM1 agonist	CHRM1 PAM	M4 ag	CHRM5 PAM	CHRM5 antagonist	TAAR1 ag	CHRM5 agonist	CHRM4 antagonist
CC(=NNC(=S)Nc1ccccc1Cl)c1ccccn1	-8	-4	12	0	-10	15	-2	-8	-6
O=C(NC(=S)Nc1cccc(Cl)c1)c1cncc(Br)c1	-2	-1	7	1	1	4	1	-3	0
COc1ccc2c(c1OC)C(=O)OC2Nc1nc(-c2cccc([N+](=O)[O-])c2)cs1 (stereo unspecified)	12	-6	3	1	0	0	0	-3	2
CC(C)CNC(=S)N1CCN(C)CC1	2	-4	3	0	0	-2	2	-3	22
O=C(Nc1ccc(Cl)cc1)Nc1nnc(-c2ccncc2)s1	5	-3	5	2	1	0	12	0	-3
CN1CCc2c(sc3nc(SCC(=O)N4CCCCC4)n(-c4ccccc4)c(=O)c23)C1	-14	-5	4	1	-1	0	-1	-6	-4
COc1ccc(N=C2O/C(=C/c3sc(=S)n(CC4CCCO4)c3O)N=C2C#N)cc1 (stereo unspecified)	-2	-2	5	1	-8	13	2	-2	9
Cc1oc(-c2cccs2)nc1CN1CCN(CCC(C)C)C(CCO)C1 (stereo unspecified)	-5	-8	11	1	1	-6	2	-3	8
O=C(NC1CCCCC1)c1ccc(-c2cn[nH]c2)c2ccoc12	-16	3	5	2	-2	5	4	4	-7
CCS(=O)(=O)NCCCc1ccccc1	6	0	2	0	6	12	3	-8	2
CC[C@]12c3[nH]c4ccc(Cl)cc4c3CCN1C(=O)[C@@H](CC(=O)NCCC1=CCCCC1)C[C@@H]2C(=O)N1CCN(C(=O)C2CC2)CC1	-18	-4	9	-2	-2	4	5	0	-4
Cc1csc(NC(=O)c2ccc(C)o2)n1	9	-5	-6	2	4	-16	2	-2	1
COc1ccc(NC(=O)CCn2cc(C)c3ccccc32)cc1	-11	-4	13	1	-3	2	·	-7	0
CC(=O)Nc1ccc(S(=O)(=O)Nc2cccc(-c3nc4cc(C)ccc4o3)c2)cc1	-14	-3	8	2	1	-8	1	0	-1
COc1ccc(C(=O)N/N=C/c2ccc(OC)c(COc3ccc(F)cc3)c2)cc1	-8	-2	-5	7	-8	17	6	-3	6
Cc1ccc(S(=O)(=O)CC(=O)Nc2cccc(C)n2)cc1	-11	-9	14	-1	6	-4	15	-3	8
O=C(N/N=C/c1cn(-c2ccccc2)nc1-c1ccc(F)cc1)c1ccc2c(c1)OCO2	8	-2	-5	2	-2	1	8	-3	-5
Cc1cc(CNC(=O)C2(C(F)(F)F)C/C(=C\Cc3ccccc3)CCCO2)nn1C (stereo unspecified)	3	-5	6	1	-4	4	20	2	7
Cn1c(=O)c2[nH]c(CCc3ccncc3)nc2n(C)c1=O	-10	-3	4	1	13	-13	6	4	-4
COC(=O)c1sc2ccccc2c1-n1cccc1C(=O)C(=O)Nc1ccc(C)cc1	-41	0	2	-1	-7	3	5	-3	-8
Cc1ccccc1OCC(=O)NNC(=O)Nc1ccccc1	-9	-5	4	1	0	3	3	-3	-1
COc1ccc(N2CC(NS(=O)(=O)c3cccnc3)CC2=O)cc1OC (stereo unspecified)	-7	-3	2	3	-2	1	2	-4	-14
Cc1ccc(S(=O)(=O)N2CCN(C(=O)COc3ccc(NC(=O)c4ccco4)cc3)CC2)cc1	-4	-3	2	5	-6	0	5	-7	-11
O=C1NC(=O)c2cc3ccccc3cc21	4	-3	1	1	-4	3	-1	3	7
Cc1c(NC(=O)c2ccc(=O)oc2)c(=O)n(-c2ccccc2)n1C	6	-5	0	1	2	-4	1	-2	5
Cc1cccc(N2CCN(Cc3ccc(Br)o3)CC2)c1C	-16	-3	1	-2	4	-19	-1	5	0
COc1ccccc1NC(=O)Cn1c(=O)n(CCc2c[nH]c3ccccc23)c(=O)c2cccnc21	12	2	-7	14	-15	11	10	6	6
O=C(O)c1ccc(N/N=C/c2cn(-c3ccccc3)nc2-c2cccs2)cc1	14	-4	-3	7	-14	10	2	-3	1
O=C(CSc1ncnc2ccccc12)c1cccs1	24	-3	-10	22	-21	19	2	0	-4
COCC(=O)N(C)C[C@H]1N[C@@](Cc2ccccc2)(C(=O)OC)[C@H]2C(=O)N(C)C(=O)[C@@H]12	4	1	0	0	-4	5	3	0	-1
COc1ccc(C(=O)Nc2c(F)c(F)c(F)c(F)c2F)c(OC)c1	9	-5	-3	-1	-2	1	15	-2	18
O=S(=O)(Nc1ccc(O)c(NS(=O)(=O)c2ccccc2)c1)c1ccccc1	2	-2	2	2	-2	-8	2	-3	-20
O=C(NC(Cc1cn(Cc2ccccc2)cn1)C(=O)O)OCC1c2ccccc2-c2ccccc21 (stereo unspecified)	-10	-7	9	1	4	-3	·	2	7
O=C(Cn1cnc([N+](=O)[O-])c1)Nc1cc(Oc2ccc(Cl)cc2Cl)cc([N+](=O)[O-])c1	1	-5	2	2	-5	5	1	-4	5
CCOC(=O)N1CCN(C(=O)Nc2ccc3nccnc3c2)CC1	0	0	3	0	-4	7	3	1	5
Cc1[nH]nc2c1C(c1ccc(N(C)C)cc1)C1=C(CC(C)(C)CC1=O)N2 (stereo unspecified)	-1	2	9	2	-8	8	5	0	5
CN(C(=O)c1ccc(NC(=O)Cc2cccc(NC(=O)C3CCN(C(=O)C4CCCCC4)CC3)c2)cc1)C1CCCC1	-10	-6	11	1	-2	2	15	1	-5
O=C(O)c1ccc2c3c(cccc13)C(=O)N(c1ccccc1)C2=O	-8	-8	13	1	8	-11	-1	1	0
COc1ccc(-c2cc(C(=O)c3c(N)n(C)c(=O)n(C)c3=O)c3ccccc3n2)cc1OC	-4	0	7	0	4	14	-1	-1	8
CC(Oc1ccc(C(=O)c2ccc(F)cc2)cc1)C(=O)N1CCOCC1 (stereo unspecified)	-7	-3	4	1	3	-3	0	0	7
O=C(CN1C(=O)NC(Cc2ccccc2)C1=O)Nc1ccc(F)c(Cl)c1 (stereo unspecified)	7	-2	2	1	-6	10	13	3	9
O=C(O)CSCC(=O)Nc1ccc(S(=O)(=O)N2CCCCC2)cc1	-24	-3	8	1	10	-17	4	-1	-13
CC(C)N(C(=O)CN1C(=O)NC2(CCCCCC2)C1=O)C(C)C	-21	-1	8	1	0	0	9	1	1
CC1=C(C(=O)Nc2ccc(C(=O)NCCCN3CCCCC3)cc2)SCCO1	-4	-6	1	1	0	-2	0	-5	13
O=C1CC(c2ccccc2)CC(O)=C1C=NCCCN1CCOCC1 (stereo unspecified)	6	-9	-2	0	1	1	-1	0	-2
C=COCCCNc1ncnc2sc(-c3ccccc3)cc12	-6	-7	1	3	-6	7	3	-1	-5
CC(C)=C(NC(=O)c1ccccc1)C(=O)Nc1cccc(C(=O)O)c1	-15	0	11	1	-1	14	7	1	10
COc1cc(/C=N/NC(=O)c2ccccn2)ccc1OC(=O)c1cccs1	-20	0	16	9	-6	5	2	-1	-13
CCN1CCN(c2nc3c(C)cccn3c(=O)c2/C=C(\C#N)S(=O)(=O)c2ccc(C)cc2)CC1	3	-4	1	3	-7	2	8	-7	1
Cc1ccc(-c2nc(N)n(C(=O)c3cccs3)n2)cc1	-8	-4	8	0	2	-1	·	-2	8
(further entries)
SMILES	CHRM1 antagonist	CHRM1 agonist	CHRM1 PAM	M4 ag	CHRM5 PAM	CHRM5 antagonist	TAAR1 ag	CHRM5 agonist	CHRM4 antagonist
C=CCNC(NC(=O)c1ccccc1)(C(=O)OCC)C(F)(F)F (stereo unspecified)	-12	-4	17	0	0	-2	-1	3	-3
COc1ccc2c(c1)CCC1(C)CC(=O)C=C21 (stereo unspecified)	-35	0	25	0	4	-3	0	-2	-17
COc1ccc(S(=O)(=O)Cc2ccc(C(=O)N3CCN(C4CCCCC4)CC3)o2)cc1	-14	-7	10	1	-4	4	·	-1	-2
Cc1nc2nc3c(cn2n1)C(=O)CCC3	6	-2	-1	-1	0	-2	1	0	4
O=C(CCl)NC1(C(F)(F)F)C(=O)Nc2c1c(=O)[nH]c(=O)n2-c1ccccc1 (stereo unspecified)	-6	-2	7	5	5	-2	0	4	0
C=CC[C@@H](CC(=O)N[C@@H](CO)Cc1ccccc1)C(=O)NCCOC(=O)[C@@H](CC=C)CC(=O)OC(C)(C)C	-5	-4	5	0	4	8	1	4	-5
O=C1CN(Cc2cc(=O)oc3cc4c(cc23)CCC4)CCN1	-12	-8	11	0	-1	-2	9	-4	-7
CC(=O)N1CCN(c2ncnc3ccccc23)CC1	-3	3	13	4	-7	12	2	0	8
CCOc1ccccc1NC(=O)NCc1ccc(F)cc1	-4	-7	4	0	-1	8	-1	-6	-4
Cc1cccc(OCCCN2CCOCC2)c1C	-25	-5	8	1	6	-5	3	0	-13

An excerpt from above in order of formula weight, lowest first:
SMILES	CHRM1 antagonist	CHRM1 agonist	CHRM1 PAM	M4 ag	CHRM5 PAM	CHRM5 antagonist	TAAR1 ag	CHRM5 agonist	CHRM4 antagonist
O=C1NC(=O)c2cc3ccccc3cc21	4	-3	1	1	-4	3	-1	3	7
O=C1CN(Cc2cc(=O)oc3cc4c(cc23)CCC4)CCN1	-12	-8	11	0	-1	-2	9	-4	-7
COc1cc(/C=N/NC(=O)c2ccccn2)ccc1OC(=O)c1cccs1	-20	0	16	9	-6	5	2	-1	-13

Continued.
SMILES	CHRM1 antagonist	CHRM1 agonist	CHRM1 PAM	M4 ag	CHRM5 PAM	CHRM5 antagonist	TAAR1 ag	CHRM5 agonist	CHRM4 antagonist
COc1ccc(C(=O)Nc2ccccc2C(=O)NCc2cccnc2)cc1OC	-1	-2	0	11	-4	13	7	1	-2
C=CCN1CN(CCc2ccccc2)CNC1=S	-9	-1	6	1	-1	0	55*	5	2
CNC(=O)NC1CCCc2ccccc21 (stereo unspecified)	-6	-4	7	0	-1	-3	3	-2	-6
C[C@H](CO)N1C[C@H](C)[C@@H](CN(C)S(=O)(=O)c2ccccc2)Oc2c(NC(=O)C3CCCCC3)cccc2C1=O	-10	-6	10	2	1	0	9	2	2
CCNc1cccc2c1C(=O)N(C)C2=O	-19	2	3	13	-4	5	7	1	3
c1ccc(COc2nsnc2N2CCOCC2)cc1	-5	-2	8	0	-5	-3	4	2	-13
CCOC1=C2CN(S(=O)(=O)c3ccc(C)cc3)[C@H](c3ccccc3)C[C@@H]2N(S(=O)(=O)c2ccc(Br)cc2)[C@H](c2ccccc2)C1	-10	9	18	0	-1	0	2	0	-12
CCOC1=CC(=O)N(Cc2ccccc2)C1	-8	-6	7	0	-2	5	0	-2	-7
CCCCn1c(-c2ccco2)n[nH]c1=S	12	-9	-1	0	6	-3	0	-3	1
CCOc1ccc(CNC(=O)Cn2c(=O)c3cccn3c3ccccc32)cc1	0	-2	-1	0	2	5	3	3	5
CCN(CC)C(=O)c1cc2c(=O)n3cccc(C)c3nc2s1	-7	-7	3	5	-6	6	5	0	-2
CCC(NC(=O)C1C2C=CC(C2)C1C(=O)O)c1ccc(C)cc1 (stereo unspecified)	-23	-5	15	1	5	-1	1	-3	-6
Cn1cc(CC(=O)N2CCN(c3ccccc3F)CC2)c2ccccc21	-11	-2	3	4	-8	1	2	0	-2
O=C(COC(=O)c1ccc(S(=O)(=O)N2CCCC2)cc1)Nc1cccc(Br)c1	29*	-4	-17	14	-8	12	8	-2	0

Some of the compounds tested; rates above refer to the full screens.
